ST2 IL33 inh – inhibitors of human ST2 (IL1RL1) binding to IL-33; Q01638; actives 2.3% (n = 78,000); inhibition, % for hits at 17 µM; AlphaLISA ST2-Fc/biotin-IL-33 interaction, 1 h; AID 1259354; in the data active = inhibition above about 30%; inconclusive = mostly about 10% to 28%
Target sequence (Q01638 whole entry, looked up): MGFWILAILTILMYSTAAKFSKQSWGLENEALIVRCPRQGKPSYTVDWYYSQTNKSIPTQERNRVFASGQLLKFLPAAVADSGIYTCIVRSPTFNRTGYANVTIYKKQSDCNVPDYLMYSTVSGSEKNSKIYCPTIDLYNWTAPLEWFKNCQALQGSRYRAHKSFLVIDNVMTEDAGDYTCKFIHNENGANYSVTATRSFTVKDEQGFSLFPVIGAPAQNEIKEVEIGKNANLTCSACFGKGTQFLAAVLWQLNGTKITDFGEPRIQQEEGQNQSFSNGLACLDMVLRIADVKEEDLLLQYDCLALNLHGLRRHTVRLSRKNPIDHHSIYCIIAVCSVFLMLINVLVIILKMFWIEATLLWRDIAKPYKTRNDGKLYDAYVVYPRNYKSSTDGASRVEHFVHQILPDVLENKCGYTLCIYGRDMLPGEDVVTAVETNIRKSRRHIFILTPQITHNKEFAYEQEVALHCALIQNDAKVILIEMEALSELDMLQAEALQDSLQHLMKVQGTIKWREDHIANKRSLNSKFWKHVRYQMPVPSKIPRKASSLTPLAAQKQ
* marks the source's active call; other numbers are inactive results; i = inactive; ? = inconclusive. This is a subset, so the mix of outcomes need not match the whole.

structure | ST2 IL33 inh
COCCOCC(=O)N1CCc2c([nH]c3ccccc23)C1C(C)C (stereo not given) | i
Cc1nc(N2CCN(c3ccccn3)CC2)c2c(C)c(C(=O)N3CCOCC3)sc2n1 | ?
Cc1ccc(-c2nnc(SCC#CCO)o2)cc1 | i
COC(=O)c1c(NC(=O)COc2ccc(C(C)C)cc2)sc2c1CCC2 | i
CCOCCCNCc1c(F)cccc1Cl | i
C=C(C)Cn1c(CCNC(=O)CC)nc2ccccc21 | i
COc1ccc(F)c(CNC2CC(=O)N(C3Cc4ccccc4C3)C2)c1 (stereo not given) | i
CC(C)(C)NC(=O)C[C@@H]1CCNC[C@@H]1Cc1cc(-c2ccc(C(C)(C)C)cc2)on1 | ?
O=C1CC(c2cccs2)CC2=C1C(c1cccc(F)c1)Nc1ccccc1N2 (stereo not given) | 30%*
O=c1cc(O)cc(/C=C/c2ccc(O)c(O)c2)o1 | ?
CCOC(=O)C1CCCN(C(=O)c2cn(CC(C)C)c(=O)c3c2c2ccccc2n3C)C1 (stereo not given) | i
Cc1nc2c(c(=O)n1C)CCN(C(=O)Nc1ccc3c(c1)OCO3)CC2 | i
CC(NC(=O)C(NS(=O)(=O)c1ccc2c(c1)oc(=O)n2C)C(C)C)c1ccccc1 (stereo not given) | i
CC(C)CCN1CCN(Cc2nc3ccccc3[nH]2)CC1CCO (stereo not given) | i
COc1cc(/C=C2\C(=O)Nc3ccc(Br)cc32)cc(Br)c1OC | ?
CCCCNc1nc(CC)c2c(c1C#N)CC(C)(C)OC2 | i
CCCN1CCN(S(=O)(=O)c2cccc3cccnc23)CC1 | i
CCNC(=O)N[C@H]1CO[C@H]2[C@@H]1OC[C@@H]2Nc1nccc(-c2ccc(-c3ccccc3)cc2)n1 | i
COc1ccc(-c2nccc3ccccc23)cn1 | i
O=[N+]([O-])c1cccc(-c2noc([C@@H]3C[C@@H](O)CN3Cc3ccc(C(F)(F)F)cc3)n2)c1 | i
CCCCSc1oc(-c2ccco2)nc1S(=O)(=O)c1ccc(F)cc1 | ?
O=C(O)CN1C(=O)CSc2ccccc21 | i
C=Cc1cccc(CN2CCC(CNC(=O)c3ccc(=O)[nH]n3)C2)c1 (stereo not given) | ?
O=c1[nH]c(-c2ccccc2)cn1-c1ccc(F)cc1 | i
CCOC(=O)Cn1c(=O)n(-c2ccc(C)c(C)c2)c2nc(-c3cccc(Cl)c3)nc(C(N)=O)c21 | ?
O=C(CSc1cccc2cccnc12)Nc1ccc(S(=O)(=O)N2CCOCC2)cc1 | i
COc1ccc(CC(=O)Nc2cccc(Cl)c2)cc1 | i
COCCNc1nc2c(c(=O)n(C)c(=O)n2C)n1Cc1cccc(Br)c1 | i
COc1ccc(S(=O)(=O)N2C[C@@H]3C[C@H](C2)c2c(-c4ccc(NC(C)=O)cc4)ccc(=O)n2C3)cc1 | ?
O=C1Nc2ccccc2N(O)N1c1ccc(Cl)c([N+](=O)[O-])c1 | i
CC(C)Cn1cc(C(=O)NCc2ccco2)c2c3ccccc3n(C)c2c1=O | ?
CC1(C)CC(=O)C=C(NCc2ccc3c(c2)OCO3)C1 | i
CCCS(=O)(=O)N1CCC(C(=O)NCCCOCC)CC1 | ?
COc1ccc(C2SCC(=O)N2c2ccc(Cl)cc2)cc1 (stereo not given) | i
O=C1NN(c2ccccc2)C(=O)/C1=C\c1cccc(Br)c1 | i
Cc1cc([N+](=O)[O-])nn1CCCC(=O)Nc1ccc(Cl)cc1Cl | i
COc1cc(C(=O)N2CCN(Cc3ccc4c(c3)OCO4)CC2)cc(OC)c1OC | ?
CCOC(=O)C1=C(c2ccccc2)N(C)C(=O)NC1c1ccc(O)c(OC)c1 (stereo not given) | i
O=[N+]([O-])c1ccccc1-c1cc(-c2cc(Cl)ccc2O)n[nH]1 | i
O=C(c1ccc(Cl)cc1O)N1CCC2(CCOCC2)CC1 | i
CCC(=O)N1CCc2cc(Br)cc(S(=O)(=O)NC3CCCCC3C)c21 (stereo not given) | i
O=C(CCC1CCCN(C2CCN(c3ccccc3F)CC2)C1)N1CCCC1 (stereo not given) | i
CC1c2cccn2CCN1C(=O)CCN1CCCCO1 (stereo not given) | ?
COc1ccc(C2=C/C(=C/c3cccc(OC)c3OC)C(=O)O2)c(OC)c1 | 34%*
CCOC(=O)c1c[nH]c2c(ccc3ccccc32)c1=O | i
COCc1nc(N2CCc3cc(OC)c(OC)cc3C2C)c2cnn(C)c2n1 (stereo not given) | ?
CC1CCCN(CCCNS(=O)(=O)c2cccc3nsnc23)C1 (stereo not given) | i
Cc1sc2c(c1C)c(=O)n(Cc1ccccc1)c(=O)n2CC(=O)Nc1cccc(Cl)c1 | i
COc1ccc(Cl)cc1S(=O)(=O)NCc1cccnc1 | i
NC(=O)c1ccc(-c2ccccc2CO)nc1 | i
O=C(O)c1ccc(N2C(=O)c3ccc(Br)cc3C2=O)cc1 | i
CCOc1ccccc1C1NC(=O)NC(C)=C1C(=O)OCC1CCCCC1 (stereo not given) | i
O=C(CSCc1ccc(Cl)cc1)Nc1ccccc1F | i
CC1=C(C(=O)Nc2cccc(C)n2)C(c2ccc(Cl)cc2)C2=C(CC(C)(C)CC2=O)N1 (stereo not given) | ?
COc1cc(/C=C2\C(=O)NN(c3ccccc3)C2=O)ccc1OCCOCCOc1ccccc1 | ?
CC(C)Cn1cc(C(=O)NCCN(C)Cc2ccccc2)c2c3ccccc3n(C)c2c1=O | i
COc1ccc(N2CCN(C(=O)CCS(=O)(=O)c3cccc4nsnc34)CC2)cc1 | i
COCC(=O)N1CCC(Oc2ccc(C(=O)NCc3ccc(C(=O)OC)cc3)cc2)CC1 | ?
Cc1cc(F)cc(-c2c(-c3ccccc3)ncn2CCCN2CCCC2=O)c1 | ?
CC1=C(C(=O)Nc2ccc(F)cc2F)C(c2cccs2)C2=C(CC(C)(C)CC2=O)N1 (stereo not given) | i

Continued, overlapping the part above by 7 compounds.
structure | ST2 IL33 inh
CC1=C(C(=O)Nc2cccc(C)n2)C(c2ccc(Cl)cc2)C2=C(CC(C)(C)CC2=O)N1 (stereo not given) | ?
COc1cc(/C=C2\C(=O)NN(c3ccccc3)C2=O)ccc1OCCOCCOc1ccccc1 | ?
CC(C)Cn1cc(C(=O)NCCN(C)Cc2ccccc2)c2c3ccccc3n(C)c2c1=O | i
COc1ccc(N2CCN(C(=O)CCS(=O)(=O)c3cccc4nsnc34)CC2)cc1 | i
COCC(=O)N1CCC(Oc2ccc(C(=O)NCc3ccc(C(=O)OC)cc3)cc2)CC1 | ?
Cc1cc(F)cc(-c2c(-c3ccccc3)ncn2CCCN2CCCC2=O)c1 | ?
CC1=C(C(=O)Nc2ccc(F)cc2F)C(c2cccs2)C2=C(CC(C)(C)CC2=O)N1 (stereo not given) | i
N#Cc1cc(Cc2ccc(N)c(C#N)c2)ccc1N | ?
C=CCn1c(SCC(=O)Nc2ccc(F)c(Cl)c2)nnc1-c1cccnc1 | ?
Cc1ccc(C(c2sc3nc(C)nn3c2O)N2CCC(O)CC2)cc1 (stereo not given) | i
COc1ccc2[nH]c(C)c(C(C)=O)c2c1 | i
Cn1ccnc1Sc1cc(N2CCOCC2)ccc1[N+](=O)[O-] | i
CCN(CC)CCNC(=O)C1CCN(S(=O)(=O)N2CCCCC2)CC1 | ?
Cc1ccccc1-c1nsc(SCC(=O)Nc2ccc3c(c2)OCCO3)n1 | i
COc1ccc(-c2nnc([C@H]3CCN(Cc4cccc(C#N)c4)C3)o2)cc1 | i
COc1ccc(S(=O)(=O)Nc2c(C)n(C)n(-c3ccccc3)c2=O)cc1Br | i
C=CCN(C(=O)CCc1nc(-c2ccc(C)cc2)no1)c1ccccc1 | i
CN(Cc1ccccc1)C(=O)C[C@@H]1O[C@H](CNC(=O)c2ccc(F)c(Cl)c2)[C@@H](O)[C@H]1O | i
O=C(CCNC1CCC2(CCNCC2)CC1)Nc1ccc(F)cc1 | i
COc1ccc(C(=O)N2C[C@@H]3OCC(=O)N(Cc4nccn4C)[C@@H]3C2)cc1 | i
Cc1cccc(C)c1NC(=O)COc1ccccc1 | ?
N#Cc1ccccc1Cn1cc(C=C2C(=O)NC(=O)NC2=O)c2ccccc21 | i
O=C(O)c1ccc(N=Cc2cc(Br)cc(Cl)c2O)cc1 | i
N#C/C(=C\c1ccccc1F)c1nc2ccccc2[nH]1 | ?
CCc1nc(NCC2CCCO2)c(C#N)c2c1COC(C)(C)C2 (stereo not given) | i
COc1ccc(CNC(=O)CCC2CCCN(C(=O)c3c[nH]c4ccccc34)C2)c(OC)c1 (stereo not given) | i
CSc1cccc(NC(=O)CN(c2ccccc2F)S(C)(=O)=O)c1 | i
CCOc1cc2c(cc1OCC)C1C(C(=O)NCc3cccnc3)c3ccccc3C(=O)N1CC2 (stereo not given) | i
Cc1cc(C)n(C2CN(C(=O)CCc3c(C)nn(C)c3C)C2)n1 | i
O=C(Nc1ccc(=O)n2c1[C@@H]1C[C@@H](CN(C(=O)Nc3ccc(F)cc3)C1)C2)c1ccc2c(c1)OCO2 | i
Cc1nnc([C@H]2CCN(Cc3ccc(C(=O)O)cc3)C2)o1 | i
Cn1cc(S(=O)(=O)CC(=O)N2CCCCCC2)c2ccccc21 | i
Cc1ccsc1[C@@H]1CCN(C(=O)c2cccc(-c3ncc[nH]3)c2)C[C@H]1O | i
COc1ccc(S(=O)(=O)N=C2C=C(C(C)C)C(=O)C=C2C)cc1 | i
N[C@@H]1CC[C@@H](NC(=O)c2cccc(-n3cnnc3)n2)C1 | ?
O=C(Nc1nc2ccccc2n1Cc1ccccc1)c1ccco1 | ?
CN(C(=O)c1ccsc1)C(Cc1ccccc1)C1CCN(C(=O)C2=CCCC2)CC1 (stereo not given) | i
CCc1ccc(N(CC(=O)NCc2ccccc2OC)S(C)(=O)=O)cc1 | i
O=C(CS(=O)(=O)c1cn(Cc2ccc(Cl)cc2)c2ccccc12)N1CCCCCC1 | i
Cc1ccc(S(=O)(=O)NC[C@H]2O[C@@H](CO)[C@@H](O)[C@H]2N2CCN(c3ncccn3)CC2)cc1 | i
CN(Cc1nc(-c2cccnc2)no1)C(=O)CC1COCCN1 (stereo not given) | i
CC(C)(C)NCc1ccc([N+](=O)[O-])cc1 | i
COCC1CCCN(C(=O)c2cc(COc3cccc(C(C)=O)c3)[nH]n2)C1 (stereo not given) | i
COCCN1C(=O)N(Cc2cccnc2)C(=O)C12CCN(Cc1ccccc1-c1ccco1)CC2 | ?
CC(C)(C)c1cc(=O)n2[nH]c(N)nc2n1 | i
NC(=O)C1CCCC1C(N)=O (stereo not given) | i
O=C(NCCCc1ccccc1)c1cnc2n(c1=O)CCS2 | i
Cc1nccn1CCC(NC(=O)c1ccc(=O)n(C)c1)c1ccccc1 (stereo not given) | i
O=C(NCc1ccc(Cl)cc1)c1cccnc1 | i
C=CCNC(=O)c1cc2c(=O)n3cccc(C)c3nc2n(CCCn2ccnc2)c1=N | 31%*
CCn1cc(C(=O)N2CCc3[nH]nc(-c4ccc(F)c(F)c4)c3C2)cn1 | i
O=C(Cn1c(=O)[nH]c2ccsc2c1=O)NCc1ccccc1 | i
Cc1cccc2c1C(NC(=O)Cc1c(C)nn(-c3ccccc3)c1C)C(=O)N2 (stereo not given) | i
Cc1cccc(C)c1-c1c(-c2ccccc2)ncn1CCC(=O)N1CCCC1 | i
CCOC(=O)c1sc2ncnc(N3CCN(c4ccc(OC)cc4)CC3)c2c1C | ?
O=c1oc2ccc(NS(=O)(=O)c3ccc(Br)cc3)cc2s1 | i
CCC(O)C1CCN(c2ccc(-c3ccccc3OC)nn2)CC1 (stereo not given) | ?
CC1=C(C(=O)Nc2ccccc2C)C(c2cccnc2)n2nc(SCc3ccccc3)nc2N1 (stereo not given) | ?
O=C(Nc1cc(Cl)c(Cl)cc1Cl)c1cccs1 | i
COC(=O)c1cccc(N2C(=O)C3C4C=CC(C4)C3C2=O)c1 (stereo not given) | i
Cc1ccc(S(=O)(=O)N(CC(=O)Nc2cccnc2)c2ccccc2F)cc1 | i
NC1=NC(=O)CC(C(=O)Nc2ccccc2)S1 (stereo not given) | i
O=C1CC(Sc2nnnn2-c2ccccc2)C(=O)N1c1ccc(Cl)c(Cl)c1 (stereo not given) | ?
Nc1ncnc(N2CCc3ccccc32)c1[N+](=O)[O-] | i
CCN(CC)c1ccc(C2NC(=O)NC(C)=C2C(=O)OCCc2ccccc2)cc1 (stereo not given) | i
CC(=O)N1N=C(c2c(-c3ccccc3)c3cc(Cl)ccc3[nH]c2=O)CC1c1ccccc1Cl (stereo not given) | ?
C/C=C(/COC(=O)/C(C)=C/C)C(=O)OC/C=C/c1ccc(OC)cc1 | ?

3 compounds already listed, ordered by formula weight, high to low.
structure | ST2 IL33 inh
CC1=C(C(=O)Nc2ccccc2C)C(c2cccnc2)n2nc(SCc3ccccc3)nc2N1 (stereo not given) | ?
CCN(CC)c1ccc(C2NC(=O)NC(C)=C2C(=O)OCCc2ccccc2)cc1 (stereo not given) | i
CCC(O)C1CCN(c2ccc(-c3ccccc3OC)nn2)CC1 (stereo not given) | ?

Other structures.
structure | ST2 IL33 inh
Cc1nc(CN2CC(OCc3ccncc3)CN(Cc3ccc(F)cc3F)CC2=O)cs1 (stereo not given) | i
O=S(=O)(NCCCSC1CCCCC1)c1ccc(Br)cc1 | ?
COc1cc(C(=O)Nc2sc3c(c2C(N)=O)CC(C)CC3)cc(OC)c1OC (stereo not given) | i
CCOc1ccc2c(c1)sc(=NC(=O)c1ccc(F)cc1)n2C | ?
CC1=C(C(=O)N2CCOCC2)C(c2ccc(F)cc2)n2c(nc3ccccc32)N1 (stereo not given) | i
CC(C)n1cnc2cc(NCc3ccccn3)ccc21 | i
Cc1ccc(CNC(=O)CCCn2c(=O)c3sccc3n(Cc3ccc(C)cc3)c2=O)cc1 | i
CCCN(CCC)CCNS(=O)(=O)c1cccc2cccnc12 | i
O=C(O)C[C@@H]1CCN(C(=O)Cc2cccs2)C[C@@H]1CCN1C[C@@H]2C[C@H](C1)c1cccc(=O)n1C2 | i
Oc1c(C=Nc2ccc(Cl)cc2)[nH]c2ccccc12 | i

High-throughput results (PubChem BioAssay)
